High-throughput results deposited in PubChem by Sanford-Burnham Center for Chemical Genomics.
mIAP activ: activators of mouse IAP, primary screen, biochemical, luminescence, uHTS | muIAP, CDP-Star luminescence, 30 min; hits give high values; 1 = vehicle-only enzyme signal, 0 = enzyme-free wells | activation factor at 10 µM | hit rate 0.24% among 330,000 | AID 2805, 2010;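 active means activation factor of at least 2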; further: the source names both 10 and 20 µM as test concentration; values of inactives mirror those of a sister screen read the other way
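also added = chemiluminescent substrate CDP-Star | test system = mouse IAP enzyme | signal = chemiluminescence readout | compound = DMSO-dissolved test compounds | incubation = 30 min at room temperature | benchmarks = DMSO wells, no-enzyme wells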
hIAP block: human IAP inhibitors, primary screen, biochemical, luminescence, uHTS; purified IAP, CDP-Star luminescence, 30 min; inhibition, % at 10 µM; hit rate 0.12% among 330,000; AID 2544, 2010; Intestinal-type alkaline phosphatase (Homo sapiens), P09923;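 active means inhibition reaching a set limit with compound at 10 µM in the primary screen, cut at about 35% in these data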;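 further: plate controls were DMSO wells with enzyme for no effect and no-enzyme buffer wells for full effect; values of inactives mirror those of a sister screen read the other way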
NLRP3 yeast inh: NALP3 inflammasome inhibitors in reconstituted yeast, primary screen, luminescence, uHTS. Yeast reconstituted NLRP3/ASC/caspase-1, beta-gal luminescence, 24 h. inhibition, % at 10 µM. hit rate 0.39% among 330,000. AID 2825, 2010;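 active means inhibition of 50% or more; inactive means inhibition below 50%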;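 further: plate controls were induced DMSO wells for no effect and uninduced yeast grown without galactose for full effect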
APOBEC3A inh: APOBEC3A ssDNA deaminase inhibitors, primary screen, selectivity assay for APOBEC3G inhibitor project, biochemical, FAM/TAMRA oligo cleavage fluorescence; recombinant A3A, FAM/TAMRA ssDNA deamination fluorescence; DNA dC->dU-editing enzyme APOBEC-3A (Homo sapiens), P31941; AID 493011, 2011; hit rate 0.41% among 330,000; inhibition, % at 20 µM;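 active means at least 40% inhibition at 20 µM here, with at most 30% in a related deaminase screen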;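 further: plate controls were A3A with DMSO for no effect and wells lacking A3A enzyme for full effect; some results filed as inactive read as strong as hits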
Target sequence (P31941 whole entry, looked up): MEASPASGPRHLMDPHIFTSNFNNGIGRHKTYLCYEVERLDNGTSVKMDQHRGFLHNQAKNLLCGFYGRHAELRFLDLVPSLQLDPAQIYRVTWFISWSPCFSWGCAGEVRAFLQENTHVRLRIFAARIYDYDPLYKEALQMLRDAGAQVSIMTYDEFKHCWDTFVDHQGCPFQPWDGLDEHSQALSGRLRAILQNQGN
mIAP inh: inhibitors of mouse IAP, primary screen, biochemical, luminescence, uHTS | hit rate 0.2% among 330,000 | inhibition, % at 10 µM | purified mouse IAP, CDP-Star luminescence, 30 min;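 active means inhibition of at least 40% at 10 µM in the primary screen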;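 further: plate controls were DMSO with enzyme for no effect and no enzyme wells for full effect; values of inactives mirror those of a sister screen read the other way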
SENP1 inh: human SENP1 catalytic domain inhibitors, primary screen, biochemical, FRET, uHTS | recombinant SENP1 catalytic domain, CyPet-SUMO1-YPet FRET cleavage | inhibition, % at 10 µM | hit rate 0.21% among 360,000 | AID 624204, 2012;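 active means inhibition at least 30% at 10 µM, raw YFP signal under a set limit, fluorescence ratio 0.5 to 1.5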;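 further: 0% = enzyme with DMSO and 100% = no enzyme wells; some results filed as inactive read as strong as hits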
Target sequence (Q9P0U3 419-644 limits assumed): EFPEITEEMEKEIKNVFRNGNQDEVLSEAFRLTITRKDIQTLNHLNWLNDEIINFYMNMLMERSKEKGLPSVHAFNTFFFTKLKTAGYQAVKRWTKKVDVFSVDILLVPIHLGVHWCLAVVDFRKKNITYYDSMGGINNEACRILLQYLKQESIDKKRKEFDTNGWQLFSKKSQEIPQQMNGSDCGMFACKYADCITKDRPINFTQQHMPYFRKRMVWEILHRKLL
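Test system: recombinant human SENP1 catalytic domain, His6-tagged / Medium: pH 8 Tris buffer with EDTA, NaCl, BME, BSA, NP40, catalase / Also added: SUMO1 FRET substrate flanked by Cypet and Ypet, 25 nM / Times: 50 min reaction at room temperature / Signal: FRET, CFP and YFP emission / Control set: no-enzyme low control and enzyme-plus-DMSO high control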
hIAP activ: human IAP activators, primary screen, biochemical, luminescence, uHTS; Intestinal-type alkaline phosphatase (Homo sapiens), P09923; purified human IAP, CDP-Star luminescence, 30 min; hits give high values; 1 = vehicle-only enzyme, 0 = enzyme-free background; activation factor at 10 µM; hit rate 0.16% among 330,000;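 active means activation factor of the enzyme at least 2-fold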; further: the source names both 10 and 20 µM as test concentration; values of inactives mirror those of a sister screen read the other way
APOBEC3G inh: APOBEC3G DNA deaminase inhibitors, primary screen, biochemical, fluorescence, single-stranded DNA substrate, uHTS | hit rate 0.28% among 330,000 | inhibition, % at 20 µM | AID 493012, 2011 | DNA dC->dU-editing enzyme APOBEC-3G (Homo sapiens), Q9HC16 | recombinant A3G, ssDNA deamination FAM/TAMRA fluorescence;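 active means inhibition of at least 40% at 20 µM, with no more than 30% in the related APOBEC3A deaminase screen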;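 further: plate controls were DMSO wells with A3G for no effect and wells lacking A3G enzyme for full effect; some compounds called inactive have numbers as strong as hits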
Target sequence (Q9HC16 whole entry, looked up): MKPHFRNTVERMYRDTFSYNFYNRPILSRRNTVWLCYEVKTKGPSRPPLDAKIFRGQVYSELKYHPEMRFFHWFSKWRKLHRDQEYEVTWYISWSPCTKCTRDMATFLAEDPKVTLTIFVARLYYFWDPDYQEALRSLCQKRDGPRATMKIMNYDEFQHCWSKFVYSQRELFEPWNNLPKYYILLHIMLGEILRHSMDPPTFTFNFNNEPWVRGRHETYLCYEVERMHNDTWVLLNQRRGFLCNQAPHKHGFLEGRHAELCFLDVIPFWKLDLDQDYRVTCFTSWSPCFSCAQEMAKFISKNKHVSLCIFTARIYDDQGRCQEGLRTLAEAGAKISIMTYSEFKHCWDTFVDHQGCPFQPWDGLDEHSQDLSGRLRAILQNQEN
beta cell repl: inducers of MIN6 beta-cell proliferation, primary screen, ATP luminescence, uHTS; proliferation, % at 10 µM; MIN6 cells proliferation, ATPlite luminescence, 48 h; cells starved in 0.2% serum; 100% = growth in 10% serum; hit rate 0.29% among 330,000;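 active means compounds whose signal lies at least 3.5 SD above the mean of all wells on their plate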;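 further: 0% = DMSO-treated cells in low-serum medium and 100% = 10% serum control; some compounds called inactive have numbers as strong as hits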
* marks the source's active call; other numbers are inactive results; & = joins results of further samples. Not all compounds are listed, so the mix of outcomes need not match the whole.

(1) CCOc1ccc2[nH]cc(C(=O)NCc3ccccc3)c(=O)c2c1
(2) O=C(COC(=O)CCSc1ccccc1)Nc1ccc(F)cc1Cl
(3) COc1cccc(NC(=O)C2CCC(CNS(=O)(=O)c3cccs3)CC2)c1 (configuration not stated)
(4) Cc1ccc(NC(=O)CN2CCCCCC2)cc1Br
(5) Fc1cccc2sc(N3CCOCC3)nc12
(6) CC(C)OCC1Cn2c(nc3c2c(=O)n(C)c(=O)n3C)O1 (configuration not stated)
(7) CC(C)OC(=O)c1cc(NC(=O)C2C3C=CC(O3)C2C(=O)O)cc(C(=O)OC(C)C)c1 (configuration not stated)
(8) Cc1cc(C)c(-c2csc(NC(=O)COC(=O)c3ccc4c(c3)OCO4)n2)c(C)c1
(9) CCOC(=O)C1=C(C)N=c2s/c(=C/c3ccccc3)c(=O)n2C1c1ccc(OC)c(OC)c1 (configuration not stated)
(10) COc1ccc(NC(=O)Cc2c(C)n(C(=O)c3ccc(Cl)cc3)c3ccc(OC)cc23)cc1

compound no.	1	2	3	4	5	6	7	8	9	10
mIAP activ	1	0.96	1.1	0.96	1	0.97	1.1	0.99	0.96	0.95
hIAP block	-16	-32	-20	2	6	10	9	4	-11	-9
NLRP3 yeast inh	7	-4	6	20	9	5	0	-12	7	-4
APOBEC3A inh	-1	-2	0	3	-1	-4	11	-1	-2	-1
mIAP inh	-2	4	-11	4	-2	3	-10	1	4	4
SENP1 inh	0	3	1	3	2	-1	2	1	10	0
hIAP activ	1.2	1.3	1.2	0.98	0.94	0.9	0.91	0.96	1.1	1.1
APOBEC3G inh	-2	1	-2	-2	-1	-6	1	-3	-5	-6
beta cell repl	-3	4	-4	-1	4	-3	-4	-5	-3	-4

Part of the list above, with values under each structure:
Every second line gives: mIAP activ, hIAP block, NLRP3 yeast inh, APOBEC3A inh, mIAP inh, SENP1 inh, hIAP activ, APOBEC3G inh, beta cell repl
7. CC(C)OC(=O)c1cc(NC(=O)C2C3C=CC(O3)C2C(=O)O)cc(C(=O)OC(C)C)c1 (configuration not stated)
→ 1.1, 9, 0, 11, -10, 2, 0.91, 1, -4
8. Cc1cc(C)c(-c2csc(NC(=O)COC(=O)c3ccc4c(c3)OCO4)n2)c(C)c1
→ 0.99, 4, -12, -1, 1, 1, 0.96, -3, -5
9. CCOC(=O)C1=C(C)N=c2s/c(=C/c3ccccc3)c(=O)n2C1c1ccc(OC)c(OC)c1 (configuration not stated)
→ 0.96, -11, 7, -2, 4, 10, 1.1, -5, -3
10. COc1ccc(NC(=O)Cc2c(C)n(C(=O)c3ccc(Cl)cc3)c3ccc(OC)cc23)cc1
→ 0.95, -9, -4, -1, 4, 0, 1.1, -6, -4

Additional records
(11) COc1ccc(S(=O)(=O)NCCOc2ccccc2)cc1OC
(12) CCN(c1ccc(OC)cc1)c1ncnc2nc[nH]c12
(13) Cc1cc(C)c2nc(C)cc(Nc3ccc(C(=O)NCCO)cc3)c2c1
(14) CC(=O)NC(CCS(C)(=O)=O)C(=O)N1CCc2ccccc21 (configuration not stated)
(15) COCCn1c(C)cc(/C=C(\C#N)C(=O)OCC(=O)Nc2ccc(S(N)(=O)=O)cc2)c1C
(16) O=C(Cc1ccccc1[N+](=O)[O-])OCC(=O)c1c[nH]c2ccccc12
(17) C/C(=N\NC1=NCCN1)c1ccccc1
(18) CC(C)n1cnc2c(NCc3ccccc3)cc(N[C@H](C)CO)cc21
(19) CCCc1c(C(=O)N2CCN(c3ccccc3OC)CC2)cnn1-c1ccccc1
(20) O=c1oc2ccccc2cc1-c1ccc(O)cc1

compound no.	11	12	13	14	15	16	17	18	19	20
mIAP activ	0.99	0.94	1	1.1	0.93	0.94	1	1	1.1	0.99
hIAP block	17	-22	6	-16	3	-5	11	-21	6	-4
NLRP3 yeast inh	3	27	10	8	17	14	17	-6	17	52*
APOBEC3A inh	-1	1	4	-1	29	-1	0	-7	-1	-3
mIAP inh	0	6	-1	-7	7	6	-2	-5	-8	1
SENP1 inh	1	2	1	2	-24	-1	0	-16	1	-2
hIAP activ	0.83	1.2	0.94	1.2	0.97	1.1	0.89	1.2	0.94	1
APOBEC3G inh	-6	7	-1	-3	-6	-8	-5	-18	3	-11
beta cell repl	1	1	0	-1	-2	0	-2	-6	-3	-3

(21) COc1ccc(N2CCN(C(=O)CN(c3ccccc3)S(C)(=O)=O)CC2)cc1
(22) O=C(O)CNc1nc(Cl)ccc1[N+](=O)[O-]
(23) CC(NCCO)C(=O)C12CC3CC(CC(C3)C1)C2 (configuration not stated)
(24) C/C=C(\C)CN1CCC(n2nccc2NC(=O)c2ccc(OC)cc2)CC1
(25) COc1cccc(C(=O)Nc2ccc(NC(=O)C(C)C)nc2)c1
(26) CSc1ncccc1C(=O)OCC(=O)c1ccc(C)s1
(27) O=C(CSc1ccccc1)NCCSCc1ccccc1
(28) Cc1ccc(NC(=O)N2CCCC2C(=O)Nc2ccc3c(c2)OCCO3)cc1 (configuration not stated)
(29) Cc1cc2nnc(SCC(=O)N3CCOCC3)n2c2ccccc12
(30) CCCCc1cc(=O)oc2c(CN(C)C)c(O)c(Cl)cc12

compound no.	21	22	23	24	25	26	27	28	29	30
mIAP activ	0.89	0.98	0.94	1	0.9	1.1	1.1	1	1	1.1
hIAP block	-2	6	10	-25	6	-19	-30	-17	2	8
NLRP3 yeast inh	15	5	5	0	3	3	19	18	7	0
APOBEC3A inh	-8	3	1	-2	-2	1	-8	-2	-10	3
mIAP inh	11	2	6	-1	10	-8	-9	-5	0	-6
SENP1 inh	5	-1	-2	0	-3	0	2	2	-1	-155
hIAP activ	1	0.94	0.9	1.3	0.94	1.2	1.3	1.2	0.98	0.93
APOBEC3G inh	-8	-1	-1	-6	-2	-11	-6	-14	-18	-3
beta cell repl	0	-1	1	-2	-1	-3	0	-3	1	-1

(31) COc1ccc(O)c(CNn2c(-c3ccc(Br)cc3)nc3ccccc3c2=O)c1
(32) CCOc1ccc(NC(c2ccccc2)P(=O)(OC)OC)cc1 (configuration not stated)
(33) CCn1nnnc1SCC(=O)N1CCc2ccccc21
(34) CCc1nc2ccccc2n1Cc1ccccc1OC
(35) CN(C)CCCN1c2ccccc2Sc2ccc(Cl)cc21
(36) COc1ccc(Br)cc1/C=C/C(=O)Nc1ccc(C)cc1
(37) CC(=O)Oc1ccc2c(=O)c(N3C(=O)c4ccccc4C3=O)c(C)oc2c1
(38) Cc1[nH]nc2c1C(c1cccs1)C1=C(CCCC1=O)N2 (configuration not stated)
(39) CCc1ncc(CN2CCCCC2C(=O)Nc2ccc(Oc3ccccc3)nc2)cn1 (configuration not stated)
(40) O=C(Nc1ccccc1N1CCCCC1)c1cnccn1

compound no.	31	32	33	34	35	36	37	38	39	40
mIAP activ	0.97	0.92	0.95	1	1&1	0.94	0.92	1	0.92	0.97
hIAP block	10	-7	8	10	12&18	10	-4	1	2	14
NLRP3 yeast inh	27	12	10	-8	27&33	33	4	9	21	-3
APOBEC3A inh	3	-4	-2	-3	-2&-3	1	1	-1	1	-1
mIAP inh	3	8	4	-5	-1&-2	6	8	-1	8	3
SENP1 inh	0	0	-1	1	-1&0	-1	3	2	-2	-17
hIAP activ	0.9	1.1	0.92	0.9	0.88&0.82	0.9	1	0.99	0.97	0.86
APOBEC3G inh	-1	-1	-2	-5	-6&-7	-3	0	-13	-4	-7
beta cell repl	-4	0	0	-4	-8&-8	-4	0	-1	-1	-3

(41) CC(=O)Nc1cccc(-c2cc(C)c3cc4c(cc3n2)OCO4)c1
(42) COc1cccc(N(CC(=O)NC2CC3CCC2C3)S(=O)(=O)c2ccccc2)c1 (configuration not stated)
(43) COc1ccc(/C=C/c2ccc3cccc(O)c3n2)c(OC)c1OC
(44) CC(=O)c1c(C)[nH]c(C(=O)N2CCN(c3ccc(F)cc3)CC2)c1C
(45) CCCCNC(=S)N(C)/N=C/c1ccc(OCC(=O)Nc2ccc(OC)cc2)c(OC)c1
(46) Cc1sc(NC(=O)Cn2cnnn2)nc1-c1ccc(Cl)cc1
(47) Cc1onc(-c2ccccc2)c1NC(=O)N(CCC#N)Cc1cccs1
(48) O=C(Nc1ccc2c3c(cccc13)CC2)c1ccco1
(49) NC(=O)c1ccsc1NC(=O)C1CCN(S(=O)(=O)c2cccs2)CC1
(50) Cc1ccc2c(COC(=O)C34CC5CC(CC(C5)C3)C4)cc(=O)oc2c1

compound no.	41	42	43	44	45	46	47	48	49	50
mIAP activ	0.99	0.97	1.1	1.4	0.98	0.96	1	1.1	1	1
hIAP block	-2	5	-11	-4	-11	7	11	11	3	-8
NLRP3 yeast inh	19	14	15	12	16	7	-3	25	8	-10
APOBEC3A inh	5	0	-3	-6	-2	-4	-3	1	-4	-4
mIAP inh	1	2	-7	-42	2	4	-3	-5	0	-5
SENP1 inh	-43	2	-3	0	2	-1	0	17	-1	1
hIAP activ	1	0.95	1.1	1	1.1	0.93	0.89	0.89	0.97	1.1
APOBEC3G inh	-2	-6	-5	-9	-3	-11	-7	-5	-13	-10
beta cell repl	-1	2	-5	-5	-5	-1	-3	-1	-1	-1
